Screening results: PubChem BioAssay, National Center for Advancing Translational Sciences (NCATS)
PKM2 activator: increases activity of human pyruvate kinase M2; P14618; purified PKM2, Kinase-Glo ATP luminescence, activation; response scale: 0% is enzyme alone, no compound; Potency, µM (doses to about 57.5 µM), without a hit: top-dose activation, most hits filed as activators; 260,000 tested, 0.34% active; note: potency is the fitted concentration of half-maximal effect; % is set by controls: 0 for no effect and ±100 for the full control effect; nearly all actives have a fitted effect of over 55% in size
Target sequence (P14618 whole entry, looked up): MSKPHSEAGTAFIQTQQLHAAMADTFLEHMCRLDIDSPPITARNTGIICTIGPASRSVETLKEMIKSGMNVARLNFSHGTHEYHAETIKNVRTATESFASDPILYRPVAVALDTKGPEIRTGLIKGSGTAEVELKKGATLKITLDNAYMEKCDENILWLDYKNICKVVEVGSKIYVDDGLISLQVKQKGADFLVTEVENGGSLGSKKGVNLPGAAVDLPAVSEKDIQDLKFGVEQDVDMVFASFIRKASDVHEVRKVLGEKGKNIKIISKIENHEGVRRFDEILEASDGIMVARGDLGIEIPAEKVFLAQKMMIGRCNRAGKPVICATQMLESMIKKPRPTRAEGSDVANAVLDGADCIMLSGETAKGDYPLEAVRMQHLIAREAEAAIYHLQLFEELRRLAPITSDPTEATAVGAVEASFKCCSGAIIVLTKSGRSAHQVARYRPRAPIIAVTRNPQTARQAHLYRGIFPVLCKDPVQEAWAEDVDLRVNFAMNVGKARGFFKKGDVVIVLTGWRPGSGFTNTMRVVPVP
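ATP formation by purified human PK-M2, quantified via coupled luciferase luminescence after 1 h at room temperature with 0.1 mM ADP and 0.5 mM PEP final.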
Mito fusion act: blocks mitochondrial division or promotes mitochondrial fusion. S. cerevisiae fusion-defective mutant growth rescue, CellTiterGlo 48 h. Potency, µM (titrated, usually from 46.1 µM), for the others: at the top dose growth rescue (activation), usual class: activators. 320,000 tested, 0.23% active;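 note: potency is the fitted concentration of half-maximal effect; % of control where 0% means no effect; nearly all actives have a fitted effect of over 45% in size; temperature-sensitive fusion mutants such as fzo1-1 at 37 °C on non-fermentable ethanol glycerol medium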
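Growth-rescue viability read-out: after 48 h at the non-permissive 37C in glycerol/ethanol YPEG, yeast mitochondrial fusion mutants are measured by CellTiterGlo luminescence; compounds (23 nl pinned per well) restoring growth score as division inhibitors or fusion activators.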
Eya2 inh: blocks the phosphatase activity of human Eya2. O00167. recombinant Eya2, OMFP fluorescence dephosphorylation (OMFP is methylfluorescein phosphate). Potency, µM (series often up to 76.9 µM), for the others: at the highest dose activity, negative = inhibition, most hits filed as inhibitors. 330,000 tested, 0.006% active. AID 488837; note: potency is the fitted concentration of half-maximal effect; % is set by controls: 0 for no effect and ±100 for the full control effect
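Eya2 protein (added as 0.2 uM solution) was preincubated with compound for 10 min at ambient temperature in 50 mM HEPES pH 7.5, 50 mM NaCl, 5 uM MgCl2, 0.05% BSA, 1 mM DTT. OMFP (added at 50 uM) then reacted 10 min; fluorescence read at 485/525 nm.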
BCR signal inh: blocks chronic active B-cell receptor signaling; ABC-DLBCL IkBa-CBG/CBR reporter, luminescence ratio, 4 h; 340,000 tested, 0.05% active; Potency, µM (highest dose often 46.1 µM), inactives show at the highest dose ratio change, negative = lower green/red ratio, hits mostly inhibitors; AID 493014; active = well fitted inhibition curve with a large enough effect in the signal ratio, with a control signal flat, not every such curve was filed as active; inconclusive = small, poorly fitted or top-dose-only effect, or effect the other way, or a change in a side signal; the % refers to the signal ratio;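 note: potency is the fitted concentration of half-maximal effect; plate controls were basal doxycycline-induced cells for no effect and cells given 10 µM MG132 for full effect; MG132 reads +100%, hits lower the ratio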
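Compounds up to 46 uM were incubated four hours with TMD8 cells whose green CBG68 luciferase is fused to IkappaBalpha; red CBR luminescence normalised the signal, and concentration-effect curves were fitted to fusion, red and ratio data.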
TSHR antag: human thyrotropin receptor antagonism; P16473; activity change, negative = inhibition, % at 11.5 µM; 330,000 tested, 0.2% active; TSHR-expressing cells, TSH-stimulated cAMP HTRF, 2 h; hits give low values;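 active = activity change below a set negative limit, meaning inhibition stronger than a set level, cut at about -70% in these data; inconclusive = activity change between two set negative limits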; note: % is set by controls: 0 for no effect and ±100 for the full control effect
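TSHR-expressing cells were treated with compounds, then stimulated with TSH at EC80 (4nM final) for 2 hours at 37 deg C. Cellular cAMP was measured by HTRF competition between lysate cAMP and cAMP-d2 for a cryptate-labelled anti-cAMP antibody.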
GALK inh: blocks human galactokinase activity. P51570. Purified GALK, Kinase-Glo residual ATP luminescence. Potency, µM (top dose mostly 57.5 µM), for the others: at the highest dose activity change, negative = inhibition, actives largely listed as inhibitors. 270,000 tested, 0.007% active. AID 1868; note: potency is the fitted concentration of half-maximal effect; % is set by controls: 0 for no effect and ±100 for the full control effect
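The enzyme phosphorylates galactose (100 uM) using ATP (35 uM); inhibition is detected as higher residual ATP, quantified by bioluminescence after 1 h reaction at room temperature, pH 8.0.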
MBNL1-CUG inh: inhibitors of human MBNL1 binding to CUG repeat RNA; 280,000 tested, 0.036% active; AID 2675; Q9NR56; TR-FRET MBNL1-His/biotin-(CUG)12 binding, 665/545 ratio; Potency, µM (highest dose often 57.5 µM), for inactives: at the highest dose activity change, negative = inhibition, hits mostly inhibitors; active = well fitted inhibition curve with a large enough effect in the signal ratio, with a control signal flat, not every such curve was filed as active; inconclusive = small, poorly fitted or top-dose-only effect, or effect the other way, or a change in a side signal; inactive = no such curve, though single readings can be large or run the other way; the % refers to the signal ratio; note: potency is the fitted concentration of half-maximal effect; % is set by controls: 0 for no effect and ±100 for the full control effect
Target sequence (Q9NR56 whole entry, looked up): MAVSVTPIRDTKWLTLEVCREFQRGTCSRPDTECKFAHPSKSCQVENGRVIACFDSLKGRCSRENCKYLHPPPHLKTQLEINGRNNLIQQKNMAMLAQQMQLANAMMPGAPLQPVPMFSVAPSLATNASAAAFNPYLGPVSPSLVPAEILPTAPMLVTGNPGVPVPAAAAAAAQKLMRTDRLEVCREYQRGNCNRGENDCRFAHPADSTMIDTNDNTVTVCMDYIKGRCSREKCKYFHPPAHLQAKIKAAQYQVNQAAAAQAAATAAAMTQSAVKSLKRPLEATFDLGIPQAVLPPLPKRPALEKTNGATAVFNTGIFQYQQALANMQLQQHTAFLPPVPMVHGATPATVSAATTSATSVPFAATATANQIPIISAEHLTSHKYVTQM
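His-tagged MBNL1 binding to biotinylated (CUG)12 RNA was measured by TR-FRET using terbium anti-His antibody (0.055 ng/ul final) and streptavidin-XL665 (5 nM final). Compounds were titrated 92 nM to 58 uM; 60 min at room temperature.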
USP2a inh: USP2a (human) protease inhibition. O75604. 330,000 tested, 0.01% active. USP2 core, Ub-CHOP2 coupled fluorogenic reporter, 485/531. Potency, µM (series often up to 38.3 µM), inactives show at the highest dose activity change, negative = inhibition, actives largely listed as inhibitors;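 note: potency is the fitted concentration of half-maximal effect; plate controls were DMSO wells for no effect and full inhibition by NEM control for full effect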
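Cell-free coupled assay: 10nM USP2 core preincubated 30min RT with compound in Tris-HCl pH 8.0/CaCl2/CHAPS buffer, then 25nM Ub-CHOP2 and 25nM reporter substrate; fluorescence (Ex 485/Em 531) read after 60min RT, normalized to NEM inhibition, concentration-response curves fitted.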
Menin-MLL TR inh: menin-MLL binding inhibition, Texas Red mutant peptide; AID 1768; O00255; 270,000 tested, 0.23% active; Menin + Texas Red MLL mutant peptide, fluorescence polarization; Potency, µM (top dose mostly 61.6 µM), inactives show at the top dose FP activity change, negative = inhibition, hits mostly inhibitors; active = well fitted inhibition curve with a large enough effect in the polarisation, with a control signal flat, not every such curve was filed as active; inconclusive = small, poorly fitted or top-dose-only effect, or effect the other way, or a change in a side signal; inactive = no such curve, though single readings can be large or run the other way; the % refers to the polarisation; note: potency is the fitted concentration of half-maximal effect; % of control where 0% means no effect; many of its hits are not listed in these tables
hERG WT inh: blocks the wildtype human KCNH2 potassium channel; U2OS, BacMam KCNH2, thallium flux FluxOr; hits give low values; activity change, % at 1.84 µM; 340,000 tested, 0.37% active;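 active = maximum activity change below -70%; inconclusive = maximum activity change between -70% and -50%; inactive = maximum activity change above -50%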; note: % is set by controls: 0 for no effect and ±100 for the full control effect
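U2OS cells transduced with wild-type KCNH2 virus are loaded with FluxOr dye for 45 min, and thallium flux is measured in kinetic reads before and after stimulation buffer. Rate constants are normalized to DMSO controls.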
S-ASM inh: inhibitors of human secretory acid sphingomyelinase. placental ASM, HMU-PC fluorogenic substrate, 60 min. Potency, µM (series often up to 57.5 µM), without a hit: at the top dose activity change, negative = inhibition, hits mostly inhibitors. 340,000 tested, 0.006% active; note: potency is the fitted concentration of half-maximal effect
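Fluorogenic HMU-PC substrate (9 uM final) is turned over by placental ASM in 60 min at 37 C after a 10 min compound preincubation. Reaction ended by alkaline stop (pH 10), with fluorescence read at 386/447 nm.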
Active calls of the source: *; ? = inconclusive; nt = not tested or not shown; [ ] = dose if it differs, or a comment. Unless noted, calls come from the whole dose curve; as a rule, active = well fitted curve in the direction sought with a large enough effect; inconclusive = small, poorly fitted or top-dose-only effect, or another doubt; inactive = no such curve, though single readings can be large; an effect the other way counts as inactive or inconclusive.

SMILES	PKM2 activator	Mito fusion act	Eya2 inh	BCR signal inh	TSHR antag	GALK inh	MBNL1-CUG inh	USP2a inh	Menin-MLL TR inh	hERG WT inh	S-ASM inh
Cc1cccc(N2CCN(Cc3cc(=O)n4ccsc4n3)CC2)c1C	0%	4%	5%	5%	-7	-2%	-6%	2%	10%	2	2%
O=C(Nc1ccccc1C(=O)N/N=C/c1ccco1)c1ccc(Cl)cc1	3%	1%	-1%	?	5	0%	-5%	5%	19%	nt	-4%
Cc1ccc(-n2nc3c(=O)n(C(C)C(=O)NCc4ccccc4Cl)nc(C)c3c2C)cc1 (stereo not drawn)	nt	-65%[inhibitor]	-16%	4%	-15	-7%	-8%	0%	-8%	30	-4%
O=C(NCC(c1ccco1)N1CCCC1)c1cc2cc(Cl)ccc2o1 (stereo not drawn)	nt	-2%	-12%	?	-1	nt	nt	3%	nt	26	3%
Cc1ccc(S(=O)(=O)N(C)c2ccccc2C(=O)Nc2c(F)cccc2F)cc1	0%	3%	2%	-8%	-6	0%	-1%	1%	1%	-21	2%
NC(=NC1CCCCC1)c1ccc([N+](=O)[O-])cc1	-13%	0%	-1%	19%	10	-1%	?	2%	-1%	33	-2%
Cc1n[nH]c(=O)c2c(NC(=O)COC(=O)COc3cccc(Br)c3)oc(C)c12	nt	-3%	21%	5%	2	nt	nt	0%	nt	-3	nt
O=C(C1=C[C@@H](c2ccc(C(F)(F)F)cc2)C[C@@H](OCCCCO)O1)N1CCN(Cc2ccccc2)CC1	0%	-5%	-13%	?	-4	4%	9%	5%	?	1	2%
Cc1ccc(S(=O)(=O)Cn2nnnc2CN(Cc2ccco2)CC2CCCO2)cc1 (stereo not drawn)	1%	2%	3%	-1%	-9	3%	-7%	-1%	-14%	2	3%
Cc1ccc(S(=O)(=O)N2CCOCC2)cc1C(=O)Nc1ccncc1	nt	-8%	-1%	1%	4	nt	nt	1%	nt	-12	3%

Full records from above.
`Cc1cccc(N2CCN(Cc3cc(=O)n4ccsc4n3)CC2)c1C` as listed: PKM2 activator = 0%; Mito fusion act = 4%; Eya2 inh = 5%; BCR signal inh = 5%; TSHR antag = -7; GALK inh = -2%; MBNL1-CUG inh = -6%; USP2a inh = 2%; Menin-MLL TR inh = 10%; hERG WT inh = 2; S-ASM inh = 2%
`O=C(C1=C[C@@H](c2ccc(C(F)(F)F)cc2)C[C@@H](OCCCCO)O1)N1CCN(Cc2ccccc2)CC1` as listed: PKM2 activator = 0%; Mito fusion act = -5%; Eya2 inh = -13%; BCR signal inh = ?; TSHR antag = -4; GALK inh = 4%; MBNL1-CUG inh = 9%; USP2a inh = 5%; Menin-MLL TR inh = ?; hERG WT inh = 1; S-ASM inh = 2%

Other entries follow.
SMILES	PKM2 activator	Mito fusion act	Eya2 inh	BCR signal inh	TSHR antag	GALK inh	MBNL1-CUG inh	USP2a inh	Menin-MLL TR inh	hERG WT inh	S-ASM inh
O=C(CSc1nc2ccccc2nc1N1CCCCC1)N1CCN(c2ccccc2)CC1	3%	2%	-14%	?	-12	nt	8%	3%	-3%	3	9%
O=C1CCc2cc(NS(=O)(=O)c3ccc(Br)cc3)cc3c2N1CC3	nt	11%	-6%	-1%	5	nt	nt	-1%	nt	-4	-5%
CCOc1cc(/C=C(\C#N)c2nc(-c3cccs3)c(NC(C)=O)s2)ccc1O	0%	1%	?	-17%	-46	0%	30%[activator]	16%	?	-4	-25%
COc1ccc2c(c1)OC[C@H]1[C@H]2N2C(=O)c3ccccc3NC(=O)[C@@]2(C)[C@H]1c1ccccc1	nt	nt	1%	?	2	nt	nt	-4%	nt	-3	-26%
O=C(NC1CCCCC1)c1cc([N+](=O)[O-])ccc1N1CCCC1	-1%	-5%	9%	3%	0	-7%	?	-2%	-11%	-17	-8%
C/C(=C\C(=O)c1ccc(C)o1)Nc1ccc(C(=O)O)cc1C	-1%	-4%	13%	1%	9	-2%	-28%	0%	1%	0	11%
COc1ccc(-c2cc(C(F)(F)F)n3nc(C(=O)NCCCn4ccnc4)cc3n2)cc1	-6%	0%	-7%	?	24	0%	?	6%	3%	2	nt
Cc1ccc(C)c(Nc2ncnc(N)c2[N+](=O)[O-])c1	-7%	-2%	8%	2%	1	1%	nt	1%	-19%	0	-1%
CCS(=O)(=O)c1ccc(O)c(NC(=O)CCCC(=O)O)c1	-12%	-4%	-5%	4%	12	nt	-6%	-1%	nt	5	-2%
COc1ccc(CC(=O)NNC(=O)COc2ccc3ccccc3c2)cc1	0%	-5%	4%	-3%	-2	0%	nt	3%	-9%	-7	-3%
CN(Cc1ccccc1)S(=O)(=O)c1cn(C)cn1	-12%	0%	3%	-3%	7	nt	9%	4%	nt	4	6%
Clc1ccc(Nc2ccc(NCc3ccccc3)nn2)cc1	-3%	?	-4%	8%	0	4%	?	2%	?	0	-4%
Cc1ccc(C(=O)OCC(=O)N2CCOCC2)cc1	-6%	1%	1%	-14%	-10	-4%	-2%	1%	6%	-2	5%
COc1ccc(NS(=O)(=O)c2ccc(C(=O)Nc3c(C)n(C)n(-c4ccccc4)c3=O)cc2)cc1	nt	nt	-2%	-3%	-7	nt	nt	1%	nt	3	-2%
CCn1c(SCc2nc3scc(-c4ccccc4)c3c(=O)[nH]2)nnc1-c1cccs1	3%	22%	-11%	?	-38	1%	-17%	-1%	-10%	1	-2%
CCCOc1ccc(/C(O)=C2/C(=O)C(=O)N(CCCn3ccnc3)C2c2cccs2)cc1 (stereo not drawn)	-17%	0%	-5%	2%	7	1%	14%	-1%	7%	-14	5%
Cc1ccc(NC(=O)COC(=O)Cc2csc(-c3cccc(F)c3)n2)cc1C	-3%	-1%	-2%	?	-4	1%	nt	-1%	13%	-9	-10%
COC(=O)c1ccc(C(=O)N2CCCC(CNC(=O)c3ccc(F)cc3)C2)cc1 (stereo not drawn)	-3%	-4%	-3%	8%	1	-3%	-2%	0%	5%	1	3%
COc1ccccc1OCCC(=O)OCC(=O)Nc1ccc2c(c1)OCCO2	nt	nt	7%	-9%	2	nt	nt	0%	nt	2	7%
O=C(NCc1ccncc1)c1ccc(NS(=O)(=O)c2cccc([N+](=O)[O-])c2)cc1	nt	-2%	42%	-9%	1	nt	nt	0%	nt	2	4%
CCN(C(=O)C1CCCN(c2nc(-c3ccc(OC)cc3)no2)C1)c1ccccc1F (stereo not drawn)	-4%	7%	-15%	28%	-28	nt	-7%	-7%	13%	3	-25%
CCOC(=O)c1c(C)[nH]c(C(=O)OCC(=O)NC(C)(C)C)c1C	-7%	2%	-4%	-1%	-6	-3%	3%	2%	5%	-3	2%
NC(=O)C1CCN(C(=O)c2ccc(NC3=NC4CS(=O)(=O)CC4S3)cc2)CC1 (stereo not drawn)	-2%	-1%	10%	-1%	7	4%	7%	2%	5%	8	3%
O=C(NCc1ccccc1Cl)C1CCC(CNc2nc(=S)[nH]c3ccccc23)CC1 (stereo not drawn)	-5%	5%	9%	?	-8	1%	nt	2%	-16%	-4	5%
O=C1CCCN1CCCNCC(=O)N1c2ccccc2Sc2ccccc21	4%	1%	4%	3%	5	-2%	0%	2%	nt	-2	-2%
NC(=O)c1oc2ccccc2c1NC(=O)Cc1ccccc1	-2%	2%	-7%	13%	-3	0%	9%	2%	4%	2	0%
O=c1c2c3c(sc2ncn1/N=C/c1ccc(Br)o1)CCCC3	?	2%	-4%	-2%	31	1%	-2%	1%	16%	36	-5%
O=C(c1cccs1)N1CCN=C1SCc1ccc(Cl)cc1	11%	0%	-1%	10%	-12	9%	-6%	0%	18%	1	4%

An excerpt; count on the stated rates, not on these rows.
